proCasp7 act: counter-screen: procaspase-7 (human) activation. P55210. recombinant procaspase-7, Ac-DEVD-pNA absorbance 405 nm; D23A/D198A/D206A triple mutant, cannot self-cleave; scale: DMSO 0, 5 µM enzyme 100. activation, % at 8.5 µM. hit rate 0.093% among 330,000. AID 463210;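 active = percent activation above the screen-wide mean plus 3 SD, cut at about 25% in these data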
Target sequence (P55210 whole entry D23A/D198A/D206A): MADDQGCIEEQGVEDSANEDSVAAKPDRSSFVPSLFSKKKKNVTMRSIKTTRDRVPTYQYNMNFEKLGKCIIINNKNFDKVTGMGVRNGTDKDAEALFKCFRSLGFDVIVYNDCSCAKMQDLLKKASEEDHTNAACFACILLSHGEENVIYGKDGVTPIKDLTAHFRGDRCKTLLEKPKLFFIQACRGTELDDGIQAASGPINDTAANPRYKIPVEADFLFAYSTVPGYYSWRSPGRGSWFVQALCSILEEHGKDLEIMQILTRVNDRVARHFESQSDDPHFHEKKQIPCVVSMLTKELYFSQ
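Test system: Procaspase-7 triple mutant (PC-7 D3A). Also added: Ac-DEVD-pNA substrate, 400 µM as added. Schedule: 1 h enzyme–compound preincubation and 2 h substrate reaction, both 25 °C. Signal: p-Nitroaniline absorbance at 405 nm, read at 0 and 120 min. Control set: low DMSO alone, high DMSO plus 5 µM PC-7.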
AGP1 TOR yeast: modulators of TOR pathway AGP1-GFP in S. cerevisiae; S. cerevisiae AGP1-GFP multiplex flow cytometry, 3 h; GFP as percent of DMSO wells; GFP response vs DMSO, % at 10 µM; hit rate 0.02% among 320,000;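 active = GFP response relative to DMSO above a set limit, near screen average plus 3 SD, cut at about 150% in these data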;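 note: median GFP channel fluorescence of the gated AGP1 strain per well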
RPL19A TOR yeast: yeast TOR pathway RPL19A-GFP modulation; S. cerevisiae RPL19A-GFP strain, flow cytometry, 3 h; stronger effect = lower value; percent response vs DMSO, % at 10 µM; hit rate 0.3% among 330,000; AID 2025;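 active = percent response vs DMSO below 50%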;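 note: median channel GFP fluorescence of the barcoded RPL19A-GFP strain; ratio of sample median GFP to plate DMSO average so 100% = DMSO; lower means less RPL19A-GFP as with rapamycin TOR inhibition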
AHR act: activates the human aryl hydrocarbon receptor; AHR-responsive luciferase reporter cells, luminescence; activation, % at 5 µM; hit rate 2.5% among 320,000; AID 2796; in the data active = activation above about 47%;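 note: 0% = vehicle wells and 100% = reference agonist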
MEP2 TOR yeast: modulators of TOR pathway MEP2-GFP in S. cerevisiae | GFP response vs DMSO, % at 10 µM | S. cerevisiae MEP2-GFP strain, flow cytometry GFP, 3 h; 100% = DMSO control level | hit rate 0.51% among 330,000 | AID 2016;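 active = GFP response versus DMSO above a set limit, roughly screen mean plus 3 SD, cut at about 180% in these data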;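 note: median GFP fluorescence of the barcode-gated MEP2-GFP cells per well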
CIT2-GFP yeast: alters CIT2-GFP fluorescence in TOR pathway yeast screen. S. cerevisiae CIT2-GFP strain, flow cytometry, 3 h; 100 means same as DMSO wells. GFP response vs DMSO, % at 10 µM. hit rate 0.065% among 320,000. AID 2029;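 active = GFP response relative to DMSO above a set limit, near the screen mean plus 3 SD, cut at about 150% in these data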;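 note: ratio of well median GFP fluorescence to mean of DMSO wells on the plate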
LAP4 TOR yeast: yeast TOR pathway LAP4-GFP modulation. S. cerevisiae LAP4-GFP multiplex, flow cytometry GFP, 3 h; median GFP as percent of DMSO wells. GFP response vs DMSO, % at 10 µM. hit rate 0.34% among 320,000;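 active = GFP response vs DMSO above a set limit, about the screen mean plus 3 SD, cut at about 150% in these data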
procasp3 activ: activates human procaspase-3 | recombinant procaspase-3 D3A, Ac-DEVD-pNA absorbance 405 nm | P42574 | activation, % at 8.5 µM | hit rate 0.11% among 330,000;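 active = activation above the mean of all tested compounds plus 3 SD, cut at about 21% in these data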;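 note: 0% = DMSO alone and 100% = DMSO wells spiked with extra 5 µM PC-3 D3A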
Target sequence (P42574 whole entry D9A/D28A/D175A): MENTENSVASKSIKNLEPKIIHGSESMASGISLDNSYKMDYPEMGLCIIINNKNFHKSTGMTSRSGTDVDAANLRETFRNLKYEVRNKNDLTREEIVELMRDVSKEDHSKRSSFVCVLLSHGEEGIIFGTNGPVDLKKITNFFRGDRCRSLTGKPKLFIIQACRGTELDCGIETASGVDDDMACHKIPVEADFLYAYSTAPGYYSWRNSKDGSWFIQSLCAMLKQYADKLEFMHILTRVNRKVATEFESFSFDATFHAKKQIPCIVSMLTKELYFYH
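assay system = Procaspase-3 D3A mutant | signal = absorbance at 405 nm, 0 and 120 min | times = 1 h preincubation plus 2 h reaction at 25 °C | repeats = single replicate | read-out = % activation between DMSO and enzyme-spiked controls | medium = Zinc-free HEPES saline buffer with Triton X-100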
Active calls of the source: *.

SMILES | proCasp7 act | AGP1 TOR yeast | RPL19A TOR yeast | AHR act | MEP2 TOR yeast | CIT2-GFP yeast | LAP4 TOR yeast | procasp3 activ
O=[N+]([O-])c1ccc(COc2ncnc3ccccc23)cc1 | -5 | 99 | 90 | 0 | 93 | 86 | 101 | -1
C[C@H](CO)N1C[C@H](C)[C@@H](CN(C)S(=O)(=O)c2ccccc2)Oc2ccc(NC(=O)CCC(F)(F)F)cc2C1=O | -2 | 87 | 89 | -1 | 95 | 88 | 99 | 4
CC(=O)c1ccccc1NC(=O)COC(=O)CCCN1C(=O)c2cccc3cccc(c23)C1=O | -8 | 94 | 103 | 1 | 101 | 98 | 87 | 7
Cc1ccc(N(C(=O)c2ccco2)C2C=CS(=O)(=O)C2)cc1 (configuration not stated) | -5 | 99 | 98 | -1 | 95 | 96 | 102 | 7
CCOC(=O)C(NC(=O)Nc1ccc(C(N)=O)cc1)(c1ccccc1)C(F)(F)F (configuration not stated) | 8 | 106 | 105 | 0 | 102 | 102 | 102 | 3
O=C(NC(=S)Nc1ccc(S(=O)(=O)NC2CCCCC2)cc1)c1cccs1 | -25 | 99 | 106 | 0 | 102 | 81 | 89 | -6
Cc1ccc(Cn2c(C(C)Nc3nc(-c4ccc(C)cc4)cs3)nc3cc(Cl)c(Cl)cc32)cc1 (configuration not stated) | 8 | 86 | 95 | -1 | 89 | 88 | 127 | -3
COc1cccc(N2CCN(c3ncnc4c3[nH]c3ccccc34)CC2C)c1 (configuration not stated) | 7 | 105 | 99 | 14 | 106 | 104 | 103 | -7
CC(C)c1cccc(C(C)C)c1NC(=O)c1ccccc1 | 1 | 93 | 93 | 1 | 97 | 88 | 93 | -1
Cc1ccc(SCc2nc(-c3cccnc3)no2)cc1 | 2 | 96 | 98 | 6 | 87 | 102 | 100 | 0
Cc1ccc(Cl)cc1NC(=O)c1cc(NC(=O)C2CCCCC2C(=O)O)ccc1N1CCOCC1 (configuration not stated) | -4 | 105 | 111 | -1 | 94 | 103 | 94 | -7
CCCCCCCCOC(=O)/C=C/c1c(C)[nH]c(=O)[nH]c1=O | 4 | 109 | 107 | 7 | 112 | 103 | 101 | 5
CCOC(=O)C1(Cc2ccccc2C)CCCN(C(=O)c2ccc(OC)o2)C1 (configuration not stated) | 2 | 95 | 98 | -2 | 89 | 92 | 89 | 3
COc1ccccc1-n1cnnc1SCC(=O)c1c[nH]c2ccccc12 | 11 | 99 | 103 | 25 | 108 | 99 | 96 | 12
CC(/C=N/NC(=O)CCn1nnc2ccccc21)=C\c1ccccc1 | -5 | 101 | 106 | 27 | 108 | 102 | 97 | 2
O=C(/C=C/c1cn(-c2ccccc2)nc1-c1ccc2c(c1)OCCO2)NCCCN1CCOCC1 | 4 | 94 | 93 | 0 | 92 | 87 | 92 | -3
COc1ccc(-n2c(Cc3cccn3C)nnc2SCC(=O)Nc2cccc(F)c2)cc1 | -10 | 104 | 99 | 0 | 109 | 99 | 97 | -3
CCCN(C(=O)COC(=O)Cn1c(=O)oc2ccccc21)c1c(N)n(Cc2ccccc2)c(=O)[nH]c1=O | -3 | 110 | 95 | -1 | 100 | 105 | 107 | 10
COCCCNC(=O)CS(=O)(=O)Cc1nc(-c2cccc(OC)c2)oc1C | 1 | 101 | 99 | -1 | 101 | 111 | 102 | -1
O=S(=O)(c1ccccc1)C1(C2CC(c3ccccc3)=NO2)CC(O)C1 (configuration not stated) | 2 | 79 | 92 | 1 | 92 | 70 | 127 | -3
CCOc1ccc(NC(=S)NC(=O)c2c(Cl)c(C)nn2C)c([N+](=O)[O-])c1 | -6 | 91 | 98 | 1 | 91 | 104 | 83 | -4
CCOc1cc(C)c(C(C)C)cc1S(=O)(=O)NCc1ccccn1 | -2 | 96 | 97 | 3 | 102 | 94 | 103 | 0
COc1cccc(NC(=O)C(Sc2nnc(Nc3ccccc3C)s2)c2ccccc2)c1 (configuration not stated) | -5 | 101 | 104 | 1 | 108 | 98 | 109 | 4
Nn1c(SCC(=O)Nc2ccc(S(N)(=O)=O)cc2)nnc1-c1ccco1 | -9 | 103 | 115 | 2 | 109 | 101 | 76 | -6
CN1CCN(c2ncnc3sc(-c4ccccc4)cc23)CC1 | -2 | 99 | 108 | 55* | 104 | 100 | 91 | 8
O=C1N[C@@H](Cc2cnc[nH]2)C(=O)N2CCC[C@@H]12 | -3 | 100 | 105 | 1 | 100 | 93 | 102 | 19
O=C(NCCC1CCCCN1S(=O)(=O)c1cccs1)C(=O)Nc1ccc(F)cc1F (configuration not stated) | 3 | 102 | 93 | 1 | 99 | 94 | 105 | -7
O=C(O)c1ccccc1C(=O)NNc1ccc(F)cc1 | -10 | 96 | 101 | 8 | 117 | 108 | 99 | 8
COc1cc(OC)c(C2Nc3ccccc3NC3=C2C(=O)CC(C)(C)C3)cc1OC (configuration not stated) | -1 | 98 | 100 | 1 | 97 | 97 | 93 | 6
O=C(CCCNC(=O)/C(=C/c1ccc(F)cc1)NC(=O)c1ccccc1)OCc1ccccc1 | 0 | 101 | 107 | -4 | 104 | 105 | 98 | 12

Single records, from the list above:
CCOc1cc(C)c(C(C)C)cc1S(=O)(=O)NCc1ccccn1 across the screens: proCasp7 act: -2; AGP1 TOR yeast: 96; RPL19A TOR yeast: 97; AHR act: 3; MEP2 TOR yeast: 102; CIT2-GFP yeast: 94; LAP4 TOR yeast: 103; procasp3 activ: 0
CCOc1ccc(NC(=S)NC(=O)c2c(Cl)c(C)nn2C)c([N+](=O)[O-])c1 across the screens: proCasp7 act: -6; AGP1 TOR yeast: 91; RPL19A TOR yeast: 98; AHR act: 1; MEP2 TOR yeast: 91; CIT2-GFP yeast: 104; LAP4 TOR yeast: 83; procasp3 activ: -4
CN1CCN(c2ncnc3sc(-c4ccccc4)cc23)CC1 across the screens: proCasp7 act: -2; AGP1 TOR yeast: 99; RPL19A TOR yeast: 108; AHR act: 55*; MEP2 TOR yeast: 104; CIT2-GFP yeast: 100; LAP4 TOR yeast: 91; procasp3 activ: 8

Reprinted at random: 2 compounds from above
SMILES | proCasp7 act | AGP1 TOR yeast | RPL19A TOR yeast | AHR act | MEP2 TOR yeast | CIT2-GFP yeast | LAP4 TOR yeast | procasp3 activ
COCCCNC(=O)CS(=O)(=O)Cc1nc(-c2cccc(OC)c2)oc1C | 1 | 101 | 99 | -1 | 101 | 111 | 102 | -1
C[C@H](CO)N1C[C@H](C)[C@@H](CN(C)S(=O)(=O)c2ccccc2)Oc2ccc(NC(=O)CCC(F)(F)F)cc2C1=O | -2 | 87 | 89 | -1 | 95 | 88 | 99 | 4

New compounds follow:
SMILES | proCasp7 act | AGP1 TOR yeast | RPL19A TOR yeast | AHR act | MEP2 TOR yeast | CIT2-GFP yeast | LAP4 TOR yeast | procasp3 activ
C=C(C)C1CC=C(C)/C(=N/NC(=O)c2cccs2)C1 (configuration not stated) | 2 | 94 | 107 | 38 | 103 | 104 | 87 | 4
Cc1ccc(C(=O)N2CCOCC2)cc1[N+](=O)[O-] | 6 | 94 | 102 | 2 | 104 | 97 | 102 | 3
Cc1nnc(Nc2ccccc2)n(N)c1=O | 3 | 114 | 106 | 3 | 122 | 102 | 101 | 14
CCN1CCN(C(=S)Nc2ccsc2C(=O)OC)CC1 | -13 | 101 | 99 | -2 | 101 | 95 | 104 | -10
COc1ccccc1CNC(=O)c1cn(C)c(=O)c2cc(OC)c(OC)cc12 | 7 | 103 | 98 | 5 | 102 | 102 | 101 | -9
CSC(=S)NCc1cccnc1 | -15 | 105 | 108 | -2 | 114 | 105 | 94 | -6
O=C1C=C(c2ccc3[nH]ccc3c2)C[C@@H](c2ccc(Cl)cc2)C1 | 0 | 90 | 89 | 7 | 92 | 100 | 107 | 5
N#C/C(=N\O)c1nc2ccccc2[nH]1 | 7 | 95 | 100 | 16 | 96 | 98 | 93 | 4
O=C(c1cccs1)N(Cc1cc2ccccc2[nH]c1=O)CC1CCCO1 (configuration not stated) | 3 | 101 | 102 | -3 | 103 | 91 | 83 | 6
COc1ccccc1NC(=O)COc1ccc(Br)cc1CO | 7 | 96 | 95 | -10 | 100 | 104 | 96 | 4
O=C1CC(Cc2ccc(Br)cc2)C(=O)N1c1ccccc1 (configuration not stated) | 11 | 93 | 99 | -1 | 111 | 97 | 104 | 2
COc1cccc(OCC(=O)Nc2c3c(nn2-c2ccccc2)CS(=O)(=O)C3)c1 | 4 | 96 | 96 | 2 | 89 | 99 | 97 | -2
CC(=O)Nc1ccc(S(=O)(=O)N2CCN=C2SCc2cccc(C)c2)cc1 | 3 | 101 | 97 | 3 | 109 | 96 | 117 | 7
CCN(c1cccc(C)c1)S(=O)(=O)c1ccc2c(c1)N(C(C)=O)CCS2 | 0 | 95 | 100 | 6 | 100 | 102 | 94 | 7
COc1ccc(NC(=O)Nc2cccc(NC(C)=O)c2)c(OC)c1 | -23 | 92 | 102 | 15 | 109 | 97 | 88 | 0
O=C(Oc1coc(CSc2nnc(NC(=O)C3CC3)s2)cc1=O)c1ccccc1 | 4 | 115 | 107 | -3 | 133 | 104 | 107 | -2
CC1=C(C#N)C(Nc2ccc(Cl)cn2)(C(F)(F)F)C(=O)N1 (configuration not stated) | 6 | 109 | 104 | -2 | 106 | 102 | 96 | 3
Cc1ccc(-n2nc3c(N4CCC(C(=O)NCCc5cccs5)CC4)nnc(C)c3c2C)cc1 | -1 | 107 | 101 | -2 | 107 | 101 | 102 | 5
CC1(c2ccc3c(c2)OCCCO3)NC(=O)N(CC(=O)NCCc2ccccc2)C1=O (configuration not stated) | 1 | 95 | 91 | -1 | 109 | 89 | 95 | -3
C/C(=N/NS(=O)(=O)c1ccc(CC(C)C)cc1)c1ccncc1 | -2 | 92 | 97 | -2 | 97 | 95 | 94 | -4
N#CCCN(C1CCCCC1)S(=O)(=O)c1cccc2nsnc12 | 7 | 98 | 102 | 7 | 90 | 98 | 101 | -13
O=C(CN(Cc1ccccc1)C(=O)c1cccc([N+](=O)[O-])c1)Nc1c(Cl)cc(Cl)cc1Cl | -4 | 100 | 104 | -1 | 104 | 99 | 104 | 1
CCCCC(=O)OCc1nc2ccccc2s1 | 3 | 103 | 96 | 10 | 100 | 101 | 108 | -1
CS(=O)(=O)N1CCCC(C(=O)Nc2cccc(F)c2)C1 (configuration not stated) | -3 | 99 | 101 | -2 | 102 | 99 | 100 | -13
COc1cc(C(=O)N2CCN(S(=O)(=O)c3ccc(C)cc3C)CC2)ccc1OCC(=O)N1CCOCC1 | 11 | 97 | 101 | -2 | 95 | 90 | 105 | 9
Cc1ccccc1NC1=NC(=S)N(CC(N)=O)C12CCOC(C)(C)C2 (configuration not stated) | 7 | 102 | 95 | -3 | 94 | 100 | 103 | 3
O=C(NCc1ccccc1)N[C@@H](Cc1c[nH]c2ccccc12)C(=O)O | -6 | 98 | 102 | 8 | 96 | 97 | 98 | 0
COc1ccc(NC(=O)CSc2nccc(C)n2)cc1 | -6 | 94 | 97 | 2 | 101 | 105 | 96 | 1
CC1CCCN(C(=O)Nc2ccc(Br)cc2Cl)C1 (configuration not stated) | -2 | 98 | 103 | -8 | 101 | 92 | 109 | 0
C#CCOCCOCCOCCNc1nc(N2CCN(C(=O)C([C@@H](C)CC)n3cc(C(N)Cc4ccc(O)cc4)nn3)CC2)nc(N2CCN(C(=O)[C@H](CCC(=O)O)n3cc(C(N)CO)nn3)CC2)n1 (some centres not stated) | -3 | 103 | 110 | 3 | 102 | 117 | 115 | 9
CC(C)c1nnc(NC(=O)c2cccnc2)s1 | 3 | 99 | 98 | 42 | 103 | 98 | 94 | -2
Cc1ccc(/C=N/NC(=O)NC2CCCCC2)o1 | -16 | 93 | 90 | 22 | 96 | 99 | 96 | -7

Screening results from PubChem BioAssay.
